# Screens: PubChem BioAssay, National Center for Advancing Translational Sciences (NCATS)
# DRD3 agonist – activates the human D3 dopamine receptor; D3R DiscoveRx beta-arrestin cells, luminescence, 90 min; 410,000 compounds, 0.58% hits; max activation, %; AID 652048; in the data active means max activation above about 30%; further: 0% is about no effect; mostly tested at two doses, the higher about 12 µM
# Target sequence (P35462 whole entry, looked up): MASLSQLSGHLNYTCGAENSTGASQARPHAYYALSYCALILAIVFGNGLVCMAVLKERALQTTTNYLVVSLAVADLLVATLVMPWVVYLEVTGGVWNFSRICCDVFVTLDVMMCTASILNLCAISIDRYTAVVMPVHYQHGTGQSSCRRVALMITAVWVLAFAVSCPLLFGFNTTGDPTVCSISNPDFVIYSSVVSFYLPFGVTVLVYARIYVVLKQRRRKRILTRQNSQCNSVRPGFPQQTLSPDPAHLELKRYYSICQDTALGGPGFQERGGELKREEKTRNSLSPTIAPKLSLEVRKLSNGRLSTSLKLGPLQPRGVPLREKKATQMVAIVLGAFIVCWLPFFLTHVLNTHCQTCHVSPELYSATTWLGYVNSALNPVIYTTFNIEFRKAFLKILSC
#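 Cells at 1500/well, incubated overnight, then treated with pinned compounds (dopamine as control) for 90 min at 37 degrees C. DiscoveRx reagent added for 30 - 60 minutes at room temperature; luminescence read.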
# * marks the source's active call; other numbers are inactive results. The list is partial (hit frequency here may not be typical).
canonical_smiles | DRD3 agonist
CCOC(=O)c1c(C)[nH]c(CCC(=O)NCc2cc(OC)c(OC)c(OC)c2)c1C | 8
Cc1ccc(C)c(CSc2nnc(C)n3c2cc2sccc23)c1 | -2
Cc1ccc(NC(=O)C2CCCN2S(=O)(=O)c2ccc3nc(-c4ccccc4)[nH]c3c2)cc1C (stereo not given) | -10
O=C(c1cccs1)c1cn(CCOc2ccccc2F)c2ccccc12 | -12
N#Cc1ccc(C(=O)N2CCN(c3nc4ccc(F)cc4s3)CC2)cc1 | 10
Cc1ccc(NCc2cccn2-c2nnc(N3CCC(C(=O)NCCc4ccccc4)CC3)s2)cc1 | -1
CCC(C)n1c(SCc2c(F)cccc2Cl)nc2ccsc2c1=O (stereo not given) | -13
COc1ccc(C(CNC(=O)COc2cc(C)cc(C)c2)N2CCOCC2)cc1 (stereo not given) | -16

# Brought forward from above: three compounds, followed by the next part.
canonical_smiles | DRD3 agonist
Cc1ccc(NCc2cccn2-c2nnc(N3CCC(C(=O)NCCc4ccccc4)CC3)s2)cc1 | -1
CCC(C)n1c(SCc2c(F)cccc2Cl)nc2ccsc2c1=O (stereo not given) | -13
COc1ccc(C(CNC(=O)COc2cc(C)cc(C)c2)N2CCOCC2)cc1 (stereo not given) | -16
COc1ccc(N(Cc2cccs2)C(=O)c2ccc(OCC(C)C)cc2)cc1 | -19
Cc1ccc(CNC(=O)C2CCCN(c3nnc(-n4c(C)ccc4C)s3)C2)cc1 (stereo not given) | -6
O=C(NC1(C(F)(F)F)C(=O)Nc2c1c(=O)[nH]c(=O)n2-c1ccc(Cl)cc1)c1ccccc1F (stereo not given) | -6
Cc1ccccc1CNC(=O)c1cc2cc(S(=O)(=O)N3CCCCC3)ccc2n1C | 11
Cn1ncc2c(Nc3cccc(F)c3)ncnc21 | 0
Cc1cccc(-n2cc(-c3ccccc3)c3c(N4CCC(C)CC4)ncnc32)c1 | 7
CN(C)CCc1c[nH]c2ccc(C[C@H]3COC(=O)N3)cc12 | 1
COc1cc2c(cc1OC)n(CC(=O)c1cc(C)ccc1C)c(=O)n1nc(CCn3nc(C)cc3C)nc21 | 2
COc1cccc(NC(=O)c2sc3nc(C)c(C(=O)Nc4ccc(C)cc4C)c(-c4sccc4C)c3c2N)c1 | -9
CCCNC(=O)c1ccc2c(c1)N(Cc1cccc(C)c1)C(=O)c1ccccc1S2 | -21
Cc1ccc(C)c(CN2C(=O)c3ccccc3S(=O)(=O)c3ccc(C(=O)N4CCN(Cc5ccccc5)CC4)cc32)c1 | -6
COc1ccc(CNc2nc(-c3ccco3)nn2C(=O)c2ccccc2Cl)cc1 | 10
COc1ccc(C(C)=O)cc1CSc1nc(NCCc2ccccc2)c2ccccc2n1 | 7
COc1ccccc1CNc1ncnc2c1c(-c1ccccc1)cn2-c1ccc(Br)cc1 | -4
Cc1c(Cl)cccc1NC(=O)C1CCN(c2ncnc3c2nc2n3CCCCC2)CC1 | 6
Cc1ccccc1Cn1c(CN2CCC(C(=O)NCCN(C)C)CC2)cc2ccccc21 | -26
Cc1ccc(CNc2ncnc3c2nnn3C)cc1 | -1
COc1ccccc1OCc1ccc(C(=O)Nc2ccc(C)c(C)c2)o1 | -1
Cc1ccc(C)c(NC(=O)CSc2nc(=O)n(CCN3CCOCC3)c3c2CCC3)c1 | -1
C[C@@H]1CCN(C(=O)[C@H](CCCN=C(N)N)NS(=O)(=O)c2cccc3c2NC[C@H](C)C3)[C@@H](C(=O)O)C1 | 95*
CSc1cccc(NC(=O)CC(c2ccc(F)cc2)N2Cc3ccccc3C2=O)c1 (stereo not given) | -13
CN(C)c1ccc(CN(Cc2ccco2)C(=O)c2ccc(C(C)(C)C)cc2)cc1 | -2
CCOC(=O)c1ccc(NC(=O)c2c(C)oc3nc(C)nc(N4CCCC4)c23)cc1 | 2
Cc1nc2ccn(Cc3ccco3)c(=O)c2cc1C(=O)NCc1ccccc1F | 8

# In the list so far, these have two or more sulfur atoms.
canonical_smiles | DRD3 agonist
Cc1ccc(C)c(CSc2nnc(C)n3c2cc2sccc23)c1 | -2
CCC(C)n1c(SCc2c(F)cccc2Cl)nc2ccsc2c1=O (stereo not given) | -13
COc1cccc(NC(=O)c2sc3nc(C)c(C(=O)Nc4ccc(C)cc4C)c(-c4sccc4C)c3c2N)c1 | -9

# Continuation:
canonical_smiles | DRD3 agonist
CC(=O)Nc1ccc(N(C(=O)Cn2nnc3ccccc32)C(C(=O)NCc2ccccc2)c2ccc(C)cc2)cc1 (stereo not given) | -9
COc1ccccc1Cn1c(CNS(=O)(=O)c2ccc(C(C)C)cc2)nc2cccnc21 | 9
Cc1ccc(N2CC(NC(=O)c3ccco3)CC2=O)cc1 (stereo not given) | 2
O=C(CCS(=O)(=O)c1ccccc1)N(Cc1cccnc1)c1nc2c(F)cccc2s1 | -5
O=C(CSc1nc2ccsc2c(=O)n1Cc1ccccc1F)NCc1ccccc1 | -30
CCOc1ccc2nc(SCC(=O)Nc3ccc(F)cc3)nc(-c3ccccc3)c2c1 | -17
CCN1C(C(=O)c2ccccc2)=C(OC(=O)c2ccc(OC)cc2)c2ccccc2S1(=O)=O | 9
Cc1cc(NC(=O)CSc2ncc(C(=O)Nc3ccccc3)c(=O)n2C)no1 | 1
COc1ccc(N2CCN(C(=O)c3cc4ccc5cccnc5c4[nH]3)CC2)cc1 | -8
CC1=C(c2ccc(C)cc2)S(=O)(=O)N(Cc2ccc(C(=O)Nc3ccccc3C)cc2)C1=O | -21
Cc1cccc(CCNC(=O)c2ccc3c(c2)nc2n3CCC(C)C2)c1 (stereo not given) | -13
COC(=O)CN1C(=O)CSc2ccc(S(=O)(=O)Nc3cccc(C)c3)cc21 | 8
Cc1ccsc1CN(C(=O)c1oc2ccc(F)cc2c1C)C1CCS(=O)(=O)C1 (stereo not given) | -5
COc1ccccc1C(=O)Nc1nnc(S(=O)(=O)N(C)c2ccc(Cl)cc2)s1 | -33
CCOC(=O)c1ccc(NC(=O)C2Cc3ccccc3CN2S(=O)(=O)c2ccc(Cl)cc2)cc1 (stereo not given) | -5
O=S(=O)(c1cccc(Cl)c1)n1c(/C=C/c2ccccc2Cl)nc2ccccc21 | 1

# As entered above.
# Result of CC1=C(c2ccc(C)cc2)S(=O)(=O)N(Cc2ccc(C(=O)Nc3ccccc3C)cc2)C1=O under DRD3 agonist: -21
# Result of CCOC(=O)c1ccc(NC(=O)C2Cc3ccccc3CN2S(=O)(=O)c2ccc(Cl)cc2)cc1 (stereo not given) under DRD3 agonist: -5
# Result of O=S(=O)(c1cccc(Cl)c1)n1c(/C=C/c2ccccc2Cl)nc2ccccc21 under DRD3 agonist: 1
# Result of COc1ccc(N2CCN(C(=O)c3cc4ccc5cccnc5c4[nH]3)CC2)cc1 under DRD3 agonist: -8

# The results go on:
canonical_smiles | DRD3 agonist
COCCNC(=O)c1ccc(-n2c(-c3ccccc3)cc3c2CCCCC3)cc1 | -18
Cc1ccc(CSc2ncc(Cl)c(C(=O)Oc3ccccc3F)n2)cc1 | -9
CCOc1ccc(C(=O)NCCc2csc(-c3cccc(C)c3)n2)cc1 | 7
COc1ccccc1CCNC(=O)CCc1c(C)c2cc3c(C)coc3c(C)c2oc1=O | -17
Cc1ccc(CNC(=O)CSc2ncc(S(=O)(=O)c3ccc(Br)cc3)c(=O)[nH]2)cc1 | -5
CCC(C)NC(=O)c1c(-c2ccccc2)c(-c2ccccc2)nn(C)c1=O (stereo not given) | 3
Cc1ccccc1NC(=O)Cn1c(=O)oc2cc(Br)ccc21 | -15
CC(C)c1cnc2c(c1SCC(=O)N1CCCCC1)c(=O)n(C)c(=O)n2C | -22
CCOc1ccc(/C=C/c2nc(C#N)c(NC3CCCCC3)o2)cc1 | -4
O=C(Nc1ccc(C(=O)OCc2cc(=O)n3c4c(sc3n2)CCCC4)cc1)c1ccc(F)cc1 | 7
CCc1nn(CC(=O)NCCCN(CC(C)C)CC(C)C)c(=O)c2cc3sc(C)cc3n12 | -5
Cc1ccc(S(=O)(=O)N(Cc2nc(-c3ccc(Cl)cc3)no2)C2CCCCC2)cc1 | 11
COc1ccccc1N1CCN(C(=O)Cn2c(=O)nc(-c3ccccc3)c3ccccc32)CC1 | 19
Cc1c(CCNC(=O)C(C)(C)C)sc2nc(-c3ccc(F)cc3)nn12 | 1
Cc1ccc(C2c3[nH]c4ccccc4c3CCN2C(=O)Nc2ccc(C)c(C)c2)cc1 (stereo not given) | -12
COC(=O)c1ccc(NC(=O)CSc2cn(CC(=O)N3CCCCC3)c3ccccc23)cc1 | 16
COC(=O)c1ccccc1NC(=O)CSc1nc2ccsc2c(=O)n1CCC(C)C | 3
O=C(NCc1ccccc1)C1CCN(C(=O)c2cnn(-c3ccccc3)c2-n2cccc2)CC1 | 3
Cc1ccc(C)c(CN2C(=O)c3ccccc3Sc3ccc(C(=O)NCc4ccc5c(c4)OCO5)cc32)c1 | 8
CCC(=O)NS(=O)(=O)c1ccc(-c2c(-c3ccccc3)noc2C)cc1 | 5
Cc1nc2ccc(S(=O)(=O)NCC(=O)Nc3ccc(F)cc3F)cc2s1 | -2
COc1ccc(NC(=O)NC(C)c2c(-n3cccc3)sc3c2CCN(C)C3)c(OC)c1 (stereo not given) | -17
COc1cc(OC)c(N(C)C(=O)CSc2c3c(nc4ccc(Cl)cc24)CCCC3)cc1Cl | -15
CC(C)OCc1cc(CN2CCN(c3cccc(C(F)(F)F)c3)CC2)c(O)c2ncccc12 | -14

# Continuation:
compound | DRD3 agonist
O=C(CSc1nc(=O)[nH]c2c1CCC2)NCc1ccccc1Cl | 7
COc1ccc(N2CCN(C(=O)CSCc3ccc(C)cc3)CC2)cc1 | 8
O=C(CSc1c2c(nc3ccc(Cl)cc13)CCCC2)N1CCN(c2ccc(Cl)cc2)CC1 | -28
CCOc1cccc(C2c3c(oc4ccc(F)cc4c3=O)C(=O)N2CCOC)c1 (stereo not given) | -5
COC(=O)CCNC(=O)NC(CCC(C)C)c1c(-n2cccc2)sc2c1CCN(C)C2 (stereo not given) | -16
C[C@@H](O)[C@H]1C(=O)N2C(C(=O)O)=C(SCCN=CN)C[C@H]12 | -1
COc1ccc2c(c1)Cc1sc(NC(=O)c3ccccc3C)nc1-2 | -8
CCOc1ccc(OCC)c(NC(=O)C2CCN(S(=O)(=O)c3cn(C)cn3)CC2)c1 | -17
Cc1c(Cl)cccc1NC(=O)CN1C(=O)COc2ccc(S(=O)(=O)N3CCCCCC3)cc21 | 6
Cc1cccc2sc(N(Cc3cccnc3)C(=O)CCS(=O)(=O)c3ccccc3)nc12 | -15
COc1ccccc1C(=O)n1nc(-c2ccco2)nc1NCc1ccc(Cl)cc1 | 2
O=C(O)C(=O)Nc1cccc(-c2nn[nH]n2)c1 | -27
Cc1ccc(CNS(=O)(=O)c2c(C(=O)N3CCC(C)CC3)c(C)n(C)c2C)cc1 | 1
Cc1ccc(-c2noc(-c3nnn(CC(=O)Nc4cc(C)cc(C)c4)c3N)n2)cc1 | 5
CCCOc1ccc(C2C(=O)N(C3CCCCCC3)CC(=O)N2CCC)cc1OC (stereo not given) | -7
Cc1c(C(=O)N2CCC(C)CC2)c(S(=O)(=O)Nc2cccc(C#N)c2)c(C)n1C | 7
COc1cccc(-c2nc3c(c(SCc4ccccc4)n2)Cc2c(CO)cnc(C)c2O3)c1 | -34
COc1ccccc1NC(=O)C1=C(C)Nc2c(C(=O)Nc3ccc(F)cc3)cnn2C1c1cccc([N+](=O)[O-])c1 (stereo not given) | -5
CC(C)(C)c1ccc(S(=O)(=O)c2cnc(SCC(=O)Nc3ccc4c(c3)OCCO4)[nH]c2=O)cc1 | 1
Cc1ccccc1CNc1ncnc2c1ncn2[C@@H]1O[C@H](CO)[C@@H](O)[C@H]1O | -9
COc1ccc(NC(=O)C2CCN(C(=O)c3sc4nc[nH]c(=O)c4c3C)CC2)c(OC)c1 | -4
O=C(CSc1nc2ccsc2c(=O)n1-c1ccc(Br)cc1)NCc1ccccc1 | 0
CCOC(=O)c1cccc(NC(=O)c2cn(-c3cccc(OC)c3)c(=O)c3ccccc23)c1 | 12
COc1cccc(C(=O)Nc2nc3c(s2)CCCC3)c1 | -25
CCCOCc1cc(CN2CCN(c3cccc(Cl)c3)CC2)c(O)c2ncccc12 | -16
COc1cc(OC)c(NC(=O)c2noc3c2CSc2ccccc2-3)cc1Cl | 34*
CSc1ccc(CCNC(=O)Cn2ncn3c(cc4ccccc43)c2=O)cc1 | 12
Cc1ccc(S(=O)Cc2ccc(C(=O)NCc3ccc(OC(C)C)cc3)o2)cc1 (stereo not given) | -7
Cc1cc(C)c2c(=O)cc(C(=O)Nc3sc4c(c3C(=O)NCc3ccccc3)CCCC4)oc2c1 | -3
COc1ccc(NC(=O)CC2C(=O)N(c3ccc(C)cc3)C(=O)N2Cc2cccnc2)cc1 (stereo not given) | 0
COc1ccc(-c2cc(C(=O)Nc3c(C(=O)c4ccc(C)c(F)c4)oc4ccccc34)no2)cc1 | -16
COc1ccc(-c2nc3sc(CCNC(=O)Cc4ccccc4)c(C)n3n2)cc1 | -3
CC(C)NC(=O)c1nn(-c2ccccc2F)nc1CO | -6
COc1cccc(CNC(=O)c2cnc3sc(N4CCCC4)nn3c2=O)c1OC | 19
Cc1cc2oc(=O)c(CC(=O)NCCc3ccccc3F)c(C)c2c2occ(C(C)(C)C)c12 | -15
CCCSc1ncc(Cl)c(C(=O)Nc2scc(-c3ccc(C)cc3)c2C(=O)OCC)n1 | 5
CC(C)c1nn2c(=O)cc(COC(=O)c3ccccc3NC(=O)COc3ccccc3)nc2s1 | 2
O=C(Cn1cc(C(=O)c2cccs2)c2ccccc21)Nc1ccc(Br)cc1 | -13
CCc1c(CN2CCN(c3ccc(F)cc3)CC2)csc1C | -27
Cc1cccc(CN2CCc3nc(N4CCN(c5ccccn5)CC4)ncc3C2)c1 | -23
Cc1cc(Cl)ccc1NS(=O)(=O)c1c(C(=O)N2CCC(C)CC2)c(C)n(C)c1C | 2
CCOc1cc(-c2ccc(OC(=O)c3ccc(C)cc3)c(OC)c2)cc(=O)c2c(C)oc(C)c12 | -15
CCCc1ccc(OCC(=O)Nc2sc(C(=O)OCC)c(C)c2C(=O)OCC)cc1 | 0
O=C(NC1CCCCC1)c1ccc2c(c1)N(Cc1cccc(Cl)c1)C(=O)c1ccccc1S2=O (stereo not given) | -9
Cc1ccc(C(=O)N2c3nc(-c4ccco4)nn3C3(CCCCC3)[C@@H]3CCCC[C@@H]32)cc1 | 9
CCN1CCN(c2oc(/C=C/c3ccccc3OC)nc2C#N)CC1 | -20
